rCAG RNA binder: molecules binding r(CAG) RNA repeats. r(CAG) RNA repeat, TO-PRO-1 dye displacement fluorescence. AID 651821. 370,000 compounds, 1.3% hits. inhibition, % at 3 µM;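 active = inhibition above the plate cutoff, the mean of all test compounds on that plate plus 3 SD, cut at about 35% in these data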;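 also: 0% = DMSO alone and 100% = 100 µM mitoxantrone as full dye displacement; higher means more dye released from RNA so lower well fluorescence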
ABHD4 inh: inhibitors of mouse ABHD4; Q8VD66; purified mABHD4, FP-Rh probe fluorescence polarization; inhibition, % at 8.92 µM; 370,000 compounds, 0.54% hits; AID 720543;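 active = inhibition exceeding the mean over every tested compound plus 3 SD, cut at about 30% in these data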;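 also: 0% = plate median of compound wells and 100% = S159A mutant with DMSO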
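Material: mouse ABHD4 enzyme, wild type; Benchmarks: S159A mutant high control, sample median low control; Buffer or medium: HEPES pH 7.0, NaCl, Pluronic buffer; Signal: fluorescence polarization; Read-out: percent inhibition of probe binding, normalized to plate controls; Timing: pre-incubation 45 min, probe exposure 60 min, at 25 °C; Dosing: 8.92 µM, single dose.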
MBD2 inh: blocks human MBD2 binding to methylated DNA | Q9UBB5 | TR-FRET, MBD2 binding to methylated oligonucleotide | inhibition, % at 4.4 µM | 370,000 compounds, 0.31% hits | AID 686964; in the data active = inhibition above about 13%
LEDGF integ inh: blocks HIV-1 LEDGF/p75-dependent DNA integration; 370,000 compounds, 0.64% hits; TR-FRET IN-LEDGF/p75 DNA integration, Eu/Cy5; inhibition, % at 3.7 µM;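 active = inhibition above the screen-wide mean plus 3 SD, cut at about 13% in these data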;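 also: signal is the Cy5 over europium emission ratio at 671 and 618 nm; 0% = plate median of compound wells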
GC-B act: GC-B (human) receptor activation. P20594. HEK293-GC-B cells, CNP EC30, cGMP TR-FRET; 0% at EC30 CNP, 100% saturating CNP. activation, % at 10 µM. 370,000 compounds, 0.11% hits. AID 1920062;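 active = activation at 10 µM reaching about 35% in either raw or pattern-adjusted values, limit read from the data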
Target sequence (P20594 whole entry, looked up): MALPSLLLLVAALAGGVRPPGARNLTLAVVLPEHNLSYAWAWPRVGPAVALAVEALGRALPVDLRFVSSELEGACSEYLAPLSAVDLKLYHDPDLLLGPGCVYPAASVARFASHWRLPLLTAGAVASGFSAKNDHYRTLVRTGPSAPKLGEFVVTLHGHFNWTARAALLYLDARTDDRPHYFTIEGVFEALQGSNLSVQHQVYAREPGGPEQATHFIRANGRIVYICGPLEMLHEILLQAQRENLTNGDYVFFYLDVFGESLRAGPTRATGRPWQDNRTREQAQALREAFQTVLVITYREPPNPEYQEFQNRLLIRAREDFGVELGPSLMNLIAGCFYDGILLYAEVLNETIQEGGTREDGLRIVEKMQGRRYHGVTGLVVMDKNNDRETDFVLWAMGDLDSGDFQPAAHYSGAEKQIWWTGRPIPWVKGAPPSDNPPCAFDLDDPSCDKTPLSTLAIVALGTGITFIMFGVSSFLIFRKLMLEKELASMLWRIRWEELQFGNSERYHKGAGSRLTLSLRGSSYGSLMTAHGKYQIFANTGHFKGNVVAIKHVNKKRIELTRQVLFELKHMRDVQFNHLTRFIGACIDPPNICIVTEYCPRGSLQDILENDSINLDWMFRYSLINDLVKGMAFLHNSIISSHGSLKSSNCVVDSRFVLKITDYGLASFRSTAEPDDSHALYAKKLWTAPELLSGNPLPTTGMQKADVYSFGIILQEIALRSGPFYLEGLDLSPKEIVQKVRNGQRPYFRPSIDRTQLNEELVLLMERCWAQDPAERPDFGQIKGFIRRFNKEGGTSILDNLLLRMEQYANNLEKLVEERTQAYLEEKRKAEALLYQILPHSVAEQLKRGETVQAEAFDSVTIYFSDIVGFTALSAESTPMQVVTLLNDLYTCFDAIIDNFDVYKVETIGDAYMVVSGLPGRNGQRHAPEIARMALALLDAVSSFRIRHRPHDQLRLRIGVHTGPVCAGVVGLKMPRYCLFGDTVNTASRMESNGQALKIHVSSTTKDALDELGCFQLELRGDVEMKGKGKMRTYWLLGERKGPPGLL
TCR CD3 inh: inhibitors of human TCR-CD3 interaction | TAMRA-labeled TCR probe fluorescence, biochemical | inhibition, % at 9.4 µM | 360,000 compounds, 0.37% hits; in the data active = inhibition above about 19%;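 also: recombinant mutant TCR 2C K166C tagged with TAMRA read by polarization; 0% = receptor in buffer alone and 100% = receptor with positive control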
SIAE primary: inhibitors of human sialic acid acetylesterase SIAE | 370,000 compounds, 0.69% hits | SIAE FP-Rh probe binding, fluorescence polarization | inhibition, % at 9.66 µM | Q9HAT2;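 active = inhibition above a cutoff: mean of compounds within the control limits plus 3 SD of those, cut at about 17% in these data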;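 also: 0% = plate median of compound wells and 100% = probe without SIAE protein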
HTRA1 inh: inhibitors of human serine peptidase HTRA1. recombinant HTRA1, FP-rhodamine activity-based probe, fluorescence polarization. 340,000 compounds, 0.5% hits. inhibition, % at 5.96 µM. Q92743; in the data active = inhibition above about 36%;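 also: 0% = enzyme with DMSO and 100% = wells lacking enzyme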
TDP2 absorb: TDP2 (human) inhibition, absorbance primary screen; 370,000 compounds, 0.34% hits; recombinant TDP2, T5PNP hydrolysis, p-nitrophenol absorbance 415 nm; O95551; inhibition, % at 12.8 µM; AID 720702;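 active = inhibition above the mean of all tested compounds plus 3 SD, set per campaign, cut at about 25% in these data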;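 also: 0% = DMSO with enzyme and 100% = buffer with substrate but no TDP2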
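Test system: human TDP2 enzyme; Input: 120 nM TDP2 per well; Buffer or medium: Mg2+-containing Tris-HCl buffer, pH 7.5; Reagent: 5 mM T5PNP; Dosing: 12.8 µM single point, 1% DMSO; Incubation: reaction 2 h, 37 °C; Detection: p-Nitrophenol epi absorbance; Read-out: % inhibition relative to enzyme-containing and enzyme-free wells; Replicates: single well per compound.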
PRMT1 inh: PRMT1 (human) inhibition, primary screen. Q99873. recombinant PRMT1, activity-based probe fluorescence polarization. inhibition, % at 2.79 µM. 370,000 compounds, 1.3% hits. AID 652257;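 active = inhibition above about 21% made by adding two undisclosed values, limit read from the data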
Active calls of the source: *; nt = no result given. Not all compounds are listed; count on the stated rates, not on these rows.

SMILES	rCAG RNA binder	ABHD4 inh	MBD2 inh	LEDGF integ inh	GC-B act	TCR CD3 inh	SIAE primary	HTRA1 inh	TDP2 absorb	PRMT1 inh
COc1cccc(SCc2noc(C(=O)NC(C)C)c2C(=O)O)c1	7	8	2	-2	8	-4	9	-4	11	-1
Cc1ccc(NC(=O)c2cccs2)cc1S(=O)(=O)N(C)C	4	6	-2	4	4	2	3	-13	0	-2
C=CCN(C(=O)CNC(=O)c1ccco1)C(C(=O)NC1CCCCC1)c1ccccc1 (centres undefined)	0	3	-4	-3	-4	-3	2	-4	-8	-3
COc1ccc(C(C)(O)c2nc(-c3ccc(OC)c(OC)c3)cs2)cc1 (centres undefined)	0	-10	4	-1	3	2	-5	nt	2	1
O=C1C(c2ccccc2)C(c2ccccc2)NC(c2ccccc2)C1c1ccccc1 (centres undefined)	-1	-5	-4	0	-15	6	11	-5	4	0
COc1ccccc1NC(=O)Nc1ccccc1Br	1	-8	0	-1	-3	5	-3	-9	0	2
CC(C)(O)/C=C1/Oc2ccccc2C1N1CCCCC1 (centres undefined)	3	-8	-1	-1	-13	1	4	0	-4	2
O=C(NNC(=O)c1cc(S(=O)(=O)N2CCOCC2)ccc1Cl)c1ccc(F)cc1	2	0	2	-2	5	-5	-1	7	10	2
CCCNC(=O)C1(C)CCCN(C(=O)c2ccc3snnc3c2)C1 (centres undefined)	3	-6	0	4	6	-9	-7	nt	-4	-2
Nc1nc(CSc2ccc(Cl)cc2)nc(N2CCCCC2)n1	-3	-2	5	-5	1	-2	-4	-5	15	-2
CC(C)C(=O)NC(NC(=O)C(C)C)c1ccc([N+](=O)[O-])cc1	-3	1	1	-1	4	-8	3	-5	4	2
c1ccc2c(c1)sc1nnnn12	3	6	1	-2	-1	0	0	-8	6	-1
O=C1c2cccc3cc([N+](=O)[O-])cc(c23)C(=O)N1c1ccccc1O	2	3	-4	1	-5	8	-2	-1	2	2
COc1ccc(-c2nn(-c3ccccc3)cc2/C=N/Nc2ccc(Cl)c(C(=O)O)c2)cc1OC	7	1	-6	3	2	3	10	-3	6	-2
O=C(NCCCCc1ccccc1)c1ccccc1	-2	5	-1	-1	-2	0	-1	5	11	-4
NS(=O)(=O)c1ccc(Cc2ncc(C(F)(F)F)cc2Cl)s1	8	-9	0	0	-4	4	-3	-6	-14	2
COc1ccc(CN2C(=O)C(CC(C)C)Nc3ncnc(N4CCN(c5ccccn5)CC4)c32)cc1 (centres undefined)	0	-7	-2	3	6	-3	18*	-9	5	-1
Cc1ccccc1NC(=S)N(CCCN1CCC(C)CC1)Cc1ccco1	-4	-3	-1	1	2	1	8	3	-1	-4
O=C(NNc1cc(N2CCOCC2)nc(N2CCOCC2)n1)c1ccc([N+](=O)[O-])cc1	3	12	-1	13	-12	14	8	13	7	-4
OCCC1CN(Cc2cccnc2)CCN1CCc1ccccc1 (centres undefined)	-5	-3	2	1	2	-2	2	-2	8	-6
O=C1CCCN1c1ccc([N+](=O)[O-])cc1	1	3	0	-1	5	0	-2	14	7	1
Cc1ccc(S(=O)(=O)N(C)C)cc1NC(=O)COC(=O)C1CCCC1	-3	2	5	-2	4	1	8	-1	4	3
NC(Cc1ccccc1)c1csc(Nc2ccc(C(=O)c3ccccc3)cc2)n1 (centres undefined)	12	12	0	2	-1	-12	1	nt	-15	-2
COc1ccccc1CCC(=O)OCC(=O)Nc1ccc(S(N)(=O)=O)cc1	4	4	-7	-1	-2	1	-3	2	15	3
CCn1c(C(=O)NCCCc2ccccc2)cc2sccc21	-1	-8	3	1	-12	4	-5	-21	6	3
CC(C)CCOc1ccc(NC(=O)C2OC3OC(C)(C)OC3C3OC(C)(C)OC23)cc1 (centres undefined)	-2	-1	5	1	3	-8	0	5	-3	4
CCCCn1c(SCC(=O)N2CCCC2)nnc1-c1ccccc1	-8	3	-1	0	5	1	-5	1	-3	1
N#Cc1c2c(c(NCc3cccnc3)n3c1nc1ccccc13)CCC2	2	4	-9	2	10	5	4	0	2	1
O=C(NCCS(=O)(=O)N1CCN(c2ccccc2)CC1)C1CC1	-1	-13	8	0	-2	3	-2	2	-8	6
CC(=O)Nc1ccc(NC(=O)c2cc(-c3ccc(C)c(C)c3O)n[nH]2)cc1	-5	-66	6	0	-5	-5	-1	-1	-4	-4
CC(C)(C)n1ncc2c(=O)n(CC(=O)N3CCN(c4ccccc4)CC3)cnc21	-6	1	1	-1	1	-5	3	0	6	2
O=C(Nc1ccc2c(c1)OCO2)Nc1ccc(Br)cn1	2	-2	-6	2	-8	7	4	0	2	-3
CCC(C)NC(=O)c1cc(CC(C)C)on1 (centres undefined)	-1	5	1	-3	3	-13	-5	8	4	5
C/C(N)=C(/C#N)C(=O)COC(=O)CCSc1ccccc1Cl	-1	-13	6	4	-1	-10	2	-5	-1	-1
C/C(=N\NC(=O)C1CC1)c1ccc(OC(F)F)cc1OC(F)F	-2	2	-4	-3	-1	1	-4	5	7	-3
Cc1ccc(OCCCCN2CCCCC2)c(C)c1	1	-1	-6	-3	-3	-10	2	-3	-2	-4
Cc1ccc(NNS(=O)(=O)c2ccc(C)cc2)cc1	11	17	-4	0	6	-5	4	24	-11	64*
COc1ccc(C2C(C(=O)Nc3ccc(OC)c(OC)c3)c3ccccc3C(=O)N2C)cc1 (centres undefined)	-4	5	-1	-4	9	-2	3	-5	2	4
CC(=O)c1cccc(NC(=O)c2ccccc2N(Cc2ccccc2)S(C)(=O)=O)c1	-6	-3	4	-3	6	-4	-8	-3	-3	3
O=C(c1ccccc1)N1CCN(Cc2ccccc2C(F)(F)F)CC1	-7	12	3	-4	0	-4	-4	5	-3	3

Structures shown so far that contain two or more sulfur atoms, in the order listed:
SMILES	rCAG RNA binder	ABHD4 inh	MBD2 inh	LEDGF integ inh	GC-B act	TCR CD3 inh	SIAE primary	HTRA1 inh	TDP2 absorb	PRMT1 inh
Cc1ccc(NC(=O)c2cccs2)cc1S(=O)(=O)N(C)C	4	6	-2	4	4	2	3	-13	0	-2
NS(=O)(=O)c1ccc(Cc2ncc(C(F)(F)F)cc2Cl)s1	8	-9	0	0	-4	4	-3	-6	-14	2

The list continues.
SMILES	rCAG RNA binder	ABHD4 inh	MBD2 inh	LEDGF integ inh	GC-B act	TCR CD3 inh	SIAE primary	HTRA1 inh	TDP2 absorb	PRMT1 inh
Cc1ccccc1OCCCCN1CCCCC1	-2	-7	-1	-1	2	-7	-4	4	-7	4
COc1ccc2[nH]cc(CCNC(C)=O)c2c1	3	-8	2	2	0	-6	4	3	1	-2
O=C(NC12CC3CC(CC(C3)C1)C2)N(Cc1ccccc1)Cc1ccncc1	-9	-2	1	-2	-1	-12	-4	0	-12	2
CC(C)c1ccc(N=C2NN=C(c3cccs3)CS2)cc1	5	13	-4	4	-1	1	7	2	10	-4
CCc1cccc(CC)c1NC(=O)C(CC)Sc1nc2ccsc2c(=O)n1CCC(=O)O (centres undefined)	10	2	3	-2	-2	-4	-1	4	3	5
CC(=O)N1CCC2(CC1)C/C(=N\NC(=S)Nc1ccccc1C)c1cc(O)ccc1O2	8	15	1	-6	2	4	18*	10	14	2
CCOc1ccccc1C(=O)Nc1ccc(S(=O)(=O)N2CCN(C)CC2)cc1	3	-7	-5	10	4	-4	12	9	-11	-1
COc1ccccc1N1CCN(CCCCN2C(=O)c3ccccc3C2=O)CC1	-2	-12	7	-1	2	7	-3	1	-5	4
C[C@@H]1[C@H](O)C[C@@]23COC(=O)C2=CCC[C@@H]3[C@@]1(C)CC/C(=C/CO)CO	-2	0	-2	7	2	5	1	3	13	-3
NC(=O)N/N=C/c1sc(N2CCCCC2)nc1-c1cccs1	-1	3	-8	-1	-9	4	-2	6	0	-2
Clc1nnc(N/N=C/c2ccccc2)c2ccccc12	3	3	-5	0	-10	0	3	-8	1	10
CCOC(=O)c1c(N)sc(C(=O)Nc2ccc3c(c2)OCO3)c1C	4	-1	-2	-1	1	4	-3	-1	-7	-2
Cc1cc(NC(=O)CC2CCCC2)n(-c2nc3ccccc3[nH]2)n1	5	-7	0	0	9	-1	0	6	7	2
Nc1cccc(-c2cn3cccnc3n2)c1	-1	-1	-5	2	-3	8	10	0	9	-2
N#CCCN(C(=O)COC(=O)c1ccc2c(=O)n3c(nc2c1)CCC3)c1ccc(F)cc1	-3	-2	-2	0	4	10	2	-3	-8	-3
CC(C(=O)N1CCCC1)N(C)CC(=O)Nc1cccc(F)c1 (centres undefined)	0	8	1	-1	3	6	-1	-2	2	-2
C=CCC1(CC=C)CCCN1C(=O)C1CCC(=O)N(Cc2ccc(Cl)cc2)C1 (centres undefined)	-4	3	-3	0	-9	1	-4	6	-8	-5
CCOC(=O)SC1=N/C(=C\c2ccc(N(C)C)cc2)C(=O)S1	-2	-9	-3	-5	-4	-8	-10	-8	5	4
NS(=O)(=O)c1ccc(S(=O)(=O)N(Cc2ccccc2F)CC2CCCO2)cc1 (centres undefined)	2	4	0	-1	-1	1	-1	-1	11	-3
CC(C)Cc1oc(C(=O)O)cc1CN1CCOCC1	-1	1	6	-2	-1	4	1	2	2	4
CN(C)C1=NCCN1CCc1cccc(F)c1	2	2	-1	-1	-4	10	5	-2	-10	-2
CCN(CC)CCN(C(=O)c1ccc2c(c1)CCCC2)c1nc2ccc(OC)cc2s1	-3	-4	2	3	-8	9	4	-48	15	0
CCc1cccc(NC(=O)COC(=O)c2cc(=O)c3ccccc3o2)c1	3	0	-5	2	-2	4	6	1	21	0
COc1ccc(CCN2C(=O)CC(NNc3ccc([N+](=O)[O-])cc3)C2=O)cc1OC (centres undefined)	9	7	-1	-4	1	-5	15	5	2	3
CCOC(=O)Cn1c(=O)n(Cc2ccc(C)cc2)c(=O)c2cccnc21	-8	0	3	-3	5	-7	-1	-1	-2	-3
Cc1ccc(S(=O)(=O)N(C)C2(C)CCS(=O)(=O)C2)cc1 (centres undefined)	5	-3	2	2	5	6	4	-4	-10	0
COc1ccc(S(=O)(=O)N2CCCCCC2)cc1C(=O)N(C)Cc1ccccc1F	-12	4	2	3	6	4	-1	0	-7	-1
CC(C)OC(=O)Cn1nc(C(c2ccccc2)c2ccccc2)oc1=O	-3	-9	-3	9	-6	-2	10	1	-12	1
O=S(=O)(CCNCc1ccco1)NCc1ccccc1	1	4	0	2	0	1	5	9	-1	2
COc1cc2c(cc1OC)CN(C(=O)c1cccc(S(=O)(=O)N3CCc4ccccc43)c1)CC2	4	0	-5	6	1	1	-7	-13	2	1
Cc1ccc(N(C(=O)c2csnn2)C(C(=O)NC2CCCCC2)c2ccccn2)cc1 (centres undefined)	-1	-2	-4	0	-5	3	-2	4	4	0
c1ccc(-n2ncc3c(NCc4cccnc4)ncnc32)cc1	6	-8	9	3	-4	-3	-8	-6	-4	1
Cc1nn(C(=O)c2cccs2)c(N)c1-c1ccccc1	1	2	1	-4	-2	-7	2	2	5	2
